mcGAS MS inh: mouse cGAS inhibition by mass spec; inhibition, % at 12.5 µM; recombinant mouse cGAS, cGAMP by RapidFire MS; AID 1259397; actives 0.18% (n = 130,000);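 active means inhibition of cGAS enzyme activity at or above 60%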;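 further: enzyme stimulated by 45 bp dsDNA with ATP and GTP substrates; cGAMP share of summed cGAMP plus half ATP and half GTP signals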
Target sequence (Q8C6L5 whole entry, looked up): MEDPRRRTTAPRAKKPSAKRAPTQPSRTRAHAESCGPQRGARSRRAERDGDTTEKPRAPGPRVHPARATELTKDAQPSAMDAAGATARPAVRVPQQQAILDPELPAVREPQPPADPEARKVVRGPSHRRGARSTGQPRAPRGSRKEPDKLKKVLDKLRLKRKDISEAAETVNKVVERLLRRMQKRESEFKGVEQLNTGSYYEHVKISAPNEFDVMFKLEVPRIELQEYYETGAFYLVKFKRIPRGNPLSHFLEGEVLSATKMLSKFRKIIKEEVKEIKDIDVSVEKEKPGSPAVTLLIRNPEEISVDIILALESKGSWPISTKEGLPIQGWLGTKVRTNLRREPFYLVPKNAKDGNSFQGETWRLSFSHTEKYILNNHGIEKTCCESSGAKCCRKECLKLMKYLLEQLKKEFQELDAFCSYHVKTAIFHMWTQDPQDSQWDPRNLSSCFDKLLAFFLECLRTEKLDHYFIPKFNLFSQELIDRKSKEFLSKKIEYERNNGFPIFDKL
Active calls of the source: *; & = joins results of further samples. These rows are one share of the data; count on the stated rates, not on these rows.

canonical_smiles | mcGAS MS inh
Clc1ccc(CCCc2nc3ccc(Cl)cc3[nH]2)c(Cl)c1 | 2
Cc1cc2cc(C(=O)NCCCCc3ccccn3)ccc2o1 | -7
Cc1ccc(F)c(OCC2CN(CC(C)O)CCO2)c1 (centres undefined) | 50
Cc1ccc(S(=O)(=O)NCC(c2cccc3ccccc23)N2CCOCC2)cc1C (centres undefined) | 0
CN(CC(=O)Nc1c(Cl)cccc1Cl)C(=O)CCC(=O)c1ccc(F)cc1 | -13
COc1ccc(C(C)=O)cc1Cn1c(C)c(C(=O)NCC2CC2)sc1=O | 1
CN(Cc1ccccc1)C(=O)Nc1cccc(OC(F)F)c1 | -14
Cc1ccccc1-c1nc(CN2CCOC3(CNCCOC3)C2)c(C)o1 (centres undefined) | -4
Cc1onc(-c2ccccc2)c1C(=O)N1CCCN(CC2CC2)C(C(C)C)C1 (centres undefined) | -12
O=c1[nH]c2cc(-c3nc(C4CCOC4)no3)ccc2n1C1CCCC1 (centres undefined) | -3&-2
Cc1ccc(C)c(OCCN(C)C(=O)c2cnc(NC(C)C)nc2)c1C | -13
Cc1nnc(SC(C)C(=O)Nc2ccc(F)cc2)n1C1CCCCC1 (centres undefined) | -6
C=C1CC(=O)C2=C(C)CC[C@@H]3[C@H](OC(=O)[C@H]3C)[C@@H]12 | -6
CC(NC(=O)c1ccc[nH]c1=O)c1ccc(Cl)cc1 (centres undefined) | -6
Cc1ccc(-n2cnc(C(=O)N(C)Cc3cccc4ccccc34)n2)cc1 | -5
CNS(=O)(=O)CC(=O)N1CCCCCC1c1cccc(C)c1 (centres undefined) | -4
CN(CCCCc1ccccc1)C(=O)c1ccc(NS(C)(=O)=O)cc1 | -5
CCCCN1C(=O)C2(NNc3ccccc3O2)c2ccccc21 (centres undefined) | -14
COCCn1c(=O)c2c(nc3n2CC(C)CN3c2ccc(C)cc2)n(C)c1=O (centres undefined) | -3
COc1ccc(C(O)c2c(CN3CCCCC3)c3ccccc3n2C)cc1 (centres undefined) | -4
CCC(CNC(=O)c1cc(C)sc1NC(=O)C(C)(C)C)N1CCOCC1 (centres undefined) | -35
CCN(C)C(C(=O)Nc1ccn(Cc2ccncc2)n1)c1ccccc1 (centres undefined) | -15
Cn1nnc2c(=O)n(Cc3cccnc3)cnc21 | -3
CCN1C(=O)c2ccccc2N2C(=O)CCC12C(=O)Nc1cccc(OC)c1 (centres undefined) | -7
Cc1cc2ccccc2n1CCNC(=O)C(C)C | -9

The last 3 records of the part above come first, to join the parts:
canonical_smiles | mcGAS MS inh
Cn1nnc2c(=O)n(Cc3cccnc3)cnc21 | -3
CCN1C(=O)c2ccccc2N2C(=O)CCC12C(=O)Nc1cccc(OC)c1 (centres undefined) | -7
Cc1cc2ccccc2n1CCNC(=O)C(C)C | -9
CCC(CC)c1nc(C(N)=O)c2[nH]c(=O)n(-c3cccc(OC)c3)c2n1 | -5
CCOC(=O)c1cc(C(=O)OCC)c2cccc(C)n2c1=O | -12
CCN1C(=O)C(F)(CC)C(=O)c2ccccc21 (centres undefined) | -3
COCCN1C(=O)COCc2cc(-c3ccncc3)ccc21 | 1
CC(C)N1CCn2nc(C(=O)N(C)CCc3nc4ccc(F)cc4[nH]3)cc2C1 | -11
COc1ncccc1C(=O)NC1CC(=O)N(CCCc2ccccc2)C1 (centres undefined) | 0
c1ccc2[nH]c(N3CCN(Cc4cc5n(n4)CCNC5)CC3)nc2c1 | -4
Nc1nnc(SCc2ccc(Br)cc2F)s1 | -5
COc1ccc(C(C2Sc3nc(C)nn3C2=O)N2CCOCC2)cc1 (centres undefined) | -10
CC(C)NC(=O)C1CCN(C2CCN(Cc3cn[nH]c3C3CCCCC3)CC2)CC1 | -2
CC(C)(C)c1nn2cnnc2n(/N=C\c2ccc(OCc3ccccc3)cc2)c1=O | -7
O=C(NCC1=COCCO1)C1CC1c1ccccc1Cl (centres undefined) | -10
Cc1ccc(C=C2SC(=S)N(CCCC(=O)O)C2=O)o1 | 1
FC(F)(F)c1cccc(Cc2noc(CN3CCC(OCc4ccccn4)CC3)n2)c1 | -6
Cc1ncsc1CN(C)Cc1ccc(NS(C)(=O)=O)cc1 | -5
CCN(CC)c1ccc(C2NC(=O)NC(C)=C2C(=O)OCc2ccccc2)cc1 (centres undefined) | 3
COc1ccc(OCc2cc(C(=O)N3CC=CC3)n[nH]2)c(Cl)c1 | -17
Cc1csc(N(C)S(=O)(=O)c2cnc(Cl)c(C)c2)n1 | -31
CCc1ccc(CN2CC[C@@H](c3ccc(F)cc3)[C@H](O)C2)nc1 | -8
Cc1cc(CN2C(=O)NC(Cc3ccc(F)cc3)(C3CCNCC3)C2=O)on1 (centres undefined) | -30
Cn1ccn2ncc(C(=O)NCCc3c[nH]c4ccccc34)c12 | -20
Cc1ccc(S(=O)(=O)Nc2ccc(N3CCNC(=O)C3)c(Cl)c2)s1 | -16
COc1cc(F)ccc1CN1CC[C@@H](N2CCN(CCc3ccccc3)CC2)[C@H](O)C1 | -5
CCN=c1scc(-c2ccc(C)cc2)n1N=Cc1ccc(F)cc1F | -11
COc1cccc(C=Nc2ccc(S(=O)(=O)Nc3ccc(F)cc3)cc2)c1O | -8

Part of the list above in order of count of non-hydrogen atoms, rising.
canonical_smiles | mcGAS MS inh
Nc1nnc(SCc2ccc(Br)cc2F)s1 | -5
Cn1ccn2ncc(C(=O)NCCc3c[nH]c4ccccc34)c12 | -20
Cc1ccc(S(=O)(=O)Nc2ccc(N3CCNC(=O)C3)c(Cl)c2)s1 | -16
CCN=c1scc(-c2ccc(C)cc2)n1N=Cc1ccc(F)cc1F | -11
CC(C)NC(=O)C1CCN(C2CCN(Cc3cn[nH]c3C3CCCCC3)CC2)CC1 | -2

Rewritten with each value named: part of the list above.
Cc1csc(N(C)S(=O)(=O)c2cnc(Cl)c(C)c2)n1
  mcGAS MS inh: -31
CCc1ccc(CN2CC[C@@H](c3ccc(F)cc3)[C@H](O)C2)nc1
  mcGAS MS inh: -8
Cc1cc(CN2C(=O)NC(Cc3ccc(F)cc3)(C3CCNCC3)C2=O)on1 (centres undefined)
  mcGAS MS inh: -30
Cn1ccn2ncc(C(=O)NCCc3c[nH]c4ccccc34)c12
  mcGAS MS inh: -20

(continued)
canonical_smiles | mcGAS MS inh
CCO[C@H]1[C@H](NC(=O)c2cnn(C(C)C)c2)c2ccccc2C12CCNCC2 | 0
CC(C)C(NC(=O)c1cc2ccccc2o1)c1nnc2n1CCNCC2 (centres undefined) | -12
COCCSCC(=O)Nc1ccc(Br)cc1Br | -9
O=C(Cn1nnc(-c2ccccc2Cl)n1)Nc1ccc(I)cc1 | -1
COC(=O)C1=C(C)NC(=O)NC1 | -6
COC(=O)/C=C1/C(=O)C2=C3N(CCCC2)CCCN31 | -10
COc1ccc(OC)c(CC(=O)N2CCn3c(C(N)=O)cnc3C2)c1 | -28
CCOC(=O)CN(CC1CC1)C(=O)c1cc2cc(Cl)ccc2o1 | -5
CCc1cn[nH]c1C1CCCN(C(=O)c2nnc3nc(C)ccn23)C1 (centres undefined) | -9
COc1ccc(C2CN(C(=O)c3ccc(C)cc3)CC2C(=O)NCc2ccccc2)cc1 (centres undefined) | -6
O=C1C=C(Nc2cccc(Cl)c2)C(=O)N1CCO | -4
CCc1c(C)nn(CC(=O)NCc2nn(C)c3ccc(C)cc23)c1C | -17
Cc1ccc(S(=O)(=O)Nc2ccc(Sc3nccn3C)cc2C)s1 | 4
CCOc1ccc(CC(=O)Nc2c(C)nc3sc(C)c(C)n3c2=O)cc1 | -12
Cc1csc(Sc2ccc(S(=O)(=O)C(F)(F)F)cc2[N+](=O)[O-])n1 | -9
Cc1nnc(C)c2c(C)[nH]c(C)c12 | -5
CC(=O)O[C@@H]1CC2C(C)(C)C(=O)CC[C@]2(C)C2CC[C@@]3(C)[C@H](c4ccoc4)OC(=O)C4OC43[C@@]21C (some centres undefined) | -2
COCCCn1c(SCC#N)nc2sc3c(c2c1=O)CCCS3 | -5
c1nnc2c3c4c(sc3n3cnnc3n12)CCCCC4 | -2
O=c1nc2ccccn2c2c(F)c(F)c(F)cc12 | -12
C/C(=C\c1ccco1)CN1C[C@H](N(C)C)C[C@H]1CO | -19
CCCc1cc(C(=O)N(CCOC)CC2CCN(Cc3ccccc3OC)CC2)n(C)n1 | -4
Cc1ccnc(SCC(=O)C(C)(C)C)n1 | -2
CCN(CCN1CCOCC1)C(=O)c1nc2ccccc2[nH]1 | -10
Cc1ccccc1CC1(CO)CCCN(Cc2ccccc2Cl)C1 (centres undefined) | -9
CCOC(=O)c1c(C)nc(C)c(C(=O)OCC)c1-c1ccc(OC)cc1 | -4
Cc1c(C(=O)N2CCN(c3ccccc3Cl)CC2)nnn1-c1nc2c(s1)CCCC2 | -6
c1ccc(Cn2nnnc2CN2CCNCC2)cc1 | -13&-4
CN1C(=O)C2CSCN2C1=S (centres undefined) | -4
CN(Cc1ccccc1)C1(C(=O)NCCN2CCOC2=O)Cc2ccccc2C1 | 2
CN(Cc1ccc(N(C)C)cc1)C(=O)CCl | -1
CCCC1(C2CCN(Cc3nccn3C(C)C)CC2)NC(=O)NC1=O (centres undefined) | -7
CN(Cc1cc(C(C)(C)C)n[nH]1)C(=O)COc1cccnc1 | -12
Cc1c(NC(=O)C(C)(C)C)cccc1C(=O)NCC1CCCN(C)C1 (centres undefined) | -40
CCOC(=O)c1oc2ccc(Br)cc2c1COC(=O)C1=COCCO1 | -3
O=C(CCc1cccs1)NNC(=O)c1cccc(O)c1 | -5
Nc1ccnc(Cc2ccccc2)n1 | -12
N#Cc1c(-c2ccc3c(c2)OCO3)nc(N2CCCCC2)[nH]c1=O | -4
Cc1ccc(N2CCCS2(=O)=O)cc1NC(=O)c1c(C)nc2ccccn12 | -5
Cc1ccc(C2CSCCN2Cc2ccc(C#N)cc2F)cc1 (centres undefined) | -1
CCc1nc(C)sc1CNC1CCCNC1 (centres undefined) | -3
CCN1CCCC1CNC(=O)CCC1CCN(Cc2cc(OC)ccc2O)CC1 (centres undefined) | 2
CC(C)Cn1nccc1NC(=O)c1cc2ccccc2o1 | 0
CN1CCN(CCc2ccc(Cl)c(Cl)c2)CC1 | -8
COc1ccc(OCCC(=O)N2CCCC(N(C)C)C2)cc1 (centres undefined) | -4
C=CC[C@@]1(C)C(=O)CC[C@@]23COC[C@@H]2CCC[C@@H]31 | -2
CCc1c(C)nn(CC(=O)N2CCNCC2C(=O)N2CCOCC2)c1C (centres undefined) | -18
Cc1cccc2c(=O)c(-c3ccccc3)c(NC(=O)c3ccco3)oc12 | 0
Cc1ccn(-c2ccc(NC(=O)c3ccccn3)cc2)n1 | -4
O=C(CC1(O)C(=O)Nc2ccc([N+](=O)[O-])cc21)c1cccs1 (centres undefined) | -5

(continued)
canonical_smiles | mcGAS MS inh
O=C(c1ccco1)N1CCN(C(=S)NC2CC3CCC2C3)CC1 (centres undefined) | -4
CC(NCCC(=O)Nc1cccnc1)c1cnn(-c2ccccc2)c1 (centres undefined) | -16
C=CCn1c(SCc2ccc(Cl)cc2)nc2c1c(=O)[nH]c(=O)n2C | -5
Cc1cccc(COCC2CN(C(=O)Cc3ccccc3C)CCO2)c1 (centres undefined) | -3
NC(=O)c1cc2ccc(O)cc2oc1=Nc1cccc2ccccc12 | -5
CCN1CCN(C(=O)NC(C(=O)NC2C(=O)N3C(C(=O)O)=C(CSc4nnnn4C)CSC23)c2ccc(O)cc2)C(=O)C1=O (centres undefined) | 1
COc1ccccc1OCC1CN(C(=O)C(C)Oc2cccc(Cl)c2)CCO1 (centres undefined) | -6
CN1CCCC2(CCN(C(=O)c3cn4c5c(cccc5c3=O)CC4)C2)C1=O (centres undefined) | -25
COc1ccc(C(=O)NC(=S)Nc2cc(C(C)(C)C)ccc2O)cc1OC | -4
Cc1ccc(C2CCCC2N(C)c2c(C#N)c(=O)n(C)c(=O)n2C)cc1 (centres undefined) | 2
O=C1CC(c2cccc(-n3cccn3)c2)c2cnn(Cc3cccnc3)c2N1 (centres undefined) | -21
Cc1nc(CS(=O)(=O)C(C)c2ccc(OC(F)F)cc2)cs1 (centres undefined) | -49
NC(=O)Cn1c(CO)c[nH]c1=S | 5
Cc1c(C(=O)NCc2ccccc2C(F)(F)F)sc(=O)n1Cc1ccc(F)cc1 | -4
CC(Oc1ccccc1F)C(=O)NNS(=O)(=O)c1ccc(F)c(Cl)c1 (centres undefined) | -29
COc1ccc(OCc2nc(C(=O)NC(c3ccccn3)C(F)(F)F)co2)cc1 (centres undefined) | -9
Cc1c(C)n2c3c(=O)n(Cc4ccc(F)cc4)c(=O)n(C)c3nc2n1CCCN1CCOCC1 | -11
CCOC(=O)CNC(=O)NC1CC(=O)N(Cc2ccccc2Cl)C1 (centres undefined) | -6
O=C(c1ccco1)N1CCN(c2nc3ccsc3c(=O)s2)CC1 | 14
N#C/C(=C/c1c(F)cccc1F)S(=O)(=O)c1cc(Cl)ccc1Cl | 7
CC1(C(=O)NC2CCN(Cc3ccccc3)CC2)CCN1Cc1csc2ccccc12 (centres undefined) | -12
CCS(=O)(=O)c1ccc2c(c1)N(Cc1ccc3c(c1)OCO3)C(=O)C(C)O2 (centres undefined) | -13
O=C(c1ccc(Cl)cc1Cl)N1CCN(C(C(=O)N2CCOCC2)C2CCCC2)CC1 (centres undefined) | -4
Cc1c(C(=O)N2CCN(S(=O)(=O)c3ccccc3)CC2)cnn1-c1ccccc1 | 8
COc1ccccc1/C=C/C=C1\N=C(c2ccccc2)OC1=O | -10
